PLK1 PBD block: PLK1 (human) polo-box domain binding inhibition; P53350; Plk1 PBD binding of FITC phosphopeptide, fluorescence polarization; Potency, µM, without a hit: max response, negative = inhibition, usual class: inhibitors; 360,000 compounds, 2.8% hits; AID 720504; also: potency is read from the fitted curve at half-maximal effect; series mostly up to about 57 µM; % is scaled to controls: 0 for no effect and ±100 for the full control effect; nearly all actives have a fitted effect of over 65% in size
WRN inhibitor: WRN helicase (human) inhibition | WRN helicase unwinding, fluorescent forked duplex, kinetic | 360,000 compounds, 0.46% hits | Q14191 | Potency, µM (top dose mostly 114 µM), for the others: at the highest dose activity change, negative = inhibition, actives largely listed as inhibitors; also: potency is read from the fitted curve at half-maximal effect; % is scaled to controls: 0 for no effect and ±100 for the full control effect; nearly all actives have a fitted effect of over 55% in size
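Fluorescence dequenching readout, ex 525 nm/em 598 nm, kinetic mode: forked duplex DNA (100 nM final) with adjacent fluorophore and quencher unwound by WRN (20 nM final) with 2 mM ATP. Compound preincubation 15 min, room temperature.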
DRD3 antagonist: D3 dopamine receptor (human) antagonism. P35462. D3R cells, DiscoveRx beta-arrestin luminescence, antagonist mode; stronger effect = lower value. max response, negative = inhibition, %. 360,000 compounds, 2.5% hits; in the data active = max response below about -50%; inconclusive = no clear call, values can overlap the other calls; also: % is scaled to controls: 0 for no effect and ±100 for the full control effect; mostly tested at two doses, the higher about 12 µM
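Cells expressing the human receptor were seeded at 1500 cells/well, incubated overnight at 37 degrees C in 5% CO2, then exposed to library compounds with dopamine controls for 90 minutes at 37 degrees C before luminescent detection.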
DRD3 agonist: agonists of human D3 dopamine receptor. P35462. D3R DiscoveRx beta-arrestin cells, luminescence, 90 min. max activation, %. 410,000 compounds, 0.58% hits. AID 652048; in the data active = max activation above about 30%; also: 0% is about no effect; mostly tested at two doses, the higher about 12 µM
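Cells at 1500/well, incubated overnight, then treated with pinned compounds (dopamine as control) for 90 min at 37 degrees C. DiscoveRx reagent added for 30 - 60 minutes at room temperature; luminescence read.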
GLP-1R inv ag: inverse agonists of human GLP-1 receptor; P43220; HEK293 GLP-1R CRE-luciferase, luminescence, 24 h; GLP-1R form is constitutively active; Potency, µM (series often up to 38.3 µM), for inactives: top-dose activity change, negative = inhibition, actives largely listed as inhibitors; 410,000 compounds, 1.6% hits; also: potency is read from the fitted curve at half-maximal effect; % is scaled to controls: 0 for no effect and ±100 for the full control effect; nearly all actives have a fitted effect of over 55% in size
Target sequence (P43220 whole entry, looked up): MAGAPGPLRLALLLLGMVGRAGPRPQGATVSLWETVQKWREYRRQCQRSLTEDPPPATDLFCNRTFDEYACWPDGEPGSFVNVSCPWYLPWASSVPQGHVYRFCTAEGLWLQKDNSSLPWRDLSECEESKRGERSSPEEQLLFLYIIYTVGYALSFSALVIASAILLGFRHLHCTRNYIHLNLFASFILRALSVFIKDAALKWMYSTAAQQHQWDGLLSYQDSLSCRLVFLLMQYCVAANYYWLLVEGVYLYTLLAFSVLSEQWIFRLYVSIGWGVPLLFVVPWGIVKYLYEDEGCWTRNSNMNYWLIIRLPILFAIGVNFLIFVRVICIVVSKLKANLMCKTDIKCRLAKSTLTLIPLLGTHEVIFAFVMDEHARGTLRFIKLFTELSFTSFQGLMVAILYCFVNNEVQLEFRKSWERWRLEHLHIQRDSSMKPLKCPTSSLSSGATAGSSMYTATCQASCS
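GLP-1R inverse agonism mode: basal reporter luminescence in engineered HEK293 cells measured after one day of compound exposure at 37 deg C, with a 12 min room-temperature detection step.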
GLP1R cytotox: cytotoxicity in counter-screen for GLP-1R inverse agonists. HEK293 cAMP-luciferase reporter cells, luminescence, 24 h. 410,000 compounds, 0.13% hits. Potency, µM (titrated, usually from 38.3 µM), inactives show at the top dose activity change, negative = inhibition, usual class: inhibitors;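 also: loss of luciferase light is scored as toxicity; potency is read from the fitted curve at half-maximal effect; % is scaled to controls: 0 for no effect and ±100 for the full control effect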
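Here, cytotoxicity is scored as loss of luminescence. The MLSMR collection was tested on cells seeded in medium containing 10% Nu serum, with a 24 hr compound exposure preceded by 12 hours of culture.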
PI5P4Ka inh: inhibitors of human PI5P4K alpha | PI5P4Kalpha enzyme, ADP-Glo luminescence, 60 min; stronger effect = lower value | max response, % | 330,000 compounds, 1.2% hits | AID 652105; active = max response of -50% or lower; inconclusive = between -30% and -50%; inactive = -30% or higher; also: value at the top dose of about 77 µM; % is scaled to controls: 0 for no effect and ±100 for the full control effect
Target sequence (P48426 whole entry, looked up): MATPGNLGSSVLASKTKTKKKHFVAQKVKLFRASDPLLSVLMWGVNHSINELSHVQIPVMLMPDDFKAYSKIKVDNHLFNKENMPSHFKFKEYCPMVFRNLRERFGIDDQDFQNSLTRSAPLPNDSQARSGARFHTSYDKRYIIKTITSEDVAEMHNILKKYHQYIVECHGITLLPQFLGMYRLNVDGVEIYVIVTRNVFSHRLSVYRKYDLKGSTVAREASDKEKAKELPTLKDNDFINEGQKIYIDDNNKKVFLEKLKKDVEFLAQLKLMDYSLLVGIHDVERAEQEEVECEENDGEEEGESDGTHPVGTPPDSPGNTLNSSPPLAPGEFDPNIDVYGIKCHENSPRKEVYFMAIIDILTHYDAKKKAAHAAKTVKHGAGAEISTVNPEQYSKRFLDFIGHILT
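ADP-Glo luminescence end-point read after a 60 min room-temperature kinase reaction of PI5P4Kalpha plus substrate, initiated with ATP at 5 microM final. Buffer: 0.038 M HEPES pH 7.4, EGTA, 0.1% CHAPS, 5% DMSO.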
GLP1R ag: activates the human GLP-1 receptor. P43220. HEK293 GLP-1R CRE-luciferase, luminescence, 4-6 h; cells express a hypersensitive GLP-1R form. Potency, µM (series often up to 45.6 µM), without a hit: at the top dose activation, usual class: activators. 380,000 compounds, 0.007% hits. AID 624172; also: potency is read from the fitted curve at half-maximal effect; % of control where 0% means no effect
IL-2 act: activators of IL-2; IL-2 activation reporter assay, cell-based qHTS; stimulated with anti-CD3/CD4/CD28 beads; in transgenic mouse T cells; activation, % (series mostly up to about 46 µM); 360,000 compounds, 0.065% hits; in the data active = activation above about 50%; inconclusive = mostly about 30% to 49%; also: 0% is about no effect
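Unstimulated transgenic mouse T cells preincubated 60 min with compound, then stimulated with anti-CD3/anti-CD4-coated beads plus anti-CD28 for 18 h at 37 degrees C. IL-2 response read as EGFP and DsRed fluorescence by plate cytometry.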
An asterisk follows results filed as active; ? = inconclusive; . = no result given; [ ] = dose if it differs, or a comment. Unless noted, calls follow the shape of the dose curve; as a rule, active = well fitted curve in the direction sought with a large enough effect; inconclusive = small, poorly fitted or top-dose-only effect, or another doubt; inactive = no such curve, though single readings can be large; an effect the other way counts as inactive or inconclusive.

A first look:
compound	PLK1 PBD block	WRN inhibitor	DRD3 antagonist	DRD3 agonist	GLP-1R inv ag	GLP1R cytotox	PI5P4Ka inh	GLP1R ag	IL-2 act
COc1c(C(O)CC(C)C)ccc2c1C(=O)OCc1cc(C)cc(O)c1O2 (centres undefined)	-9%	2%	57	11	11µM*	-1%	-6	-5%	-0.5
Cc1cc(C)c(S(=O)(=O)N2CCN=C2c2ccccc2)cc1C	-7%	1%	-18	-6	16%	12%	0	4%	-1.5

The listing, repeating the preview:
compound	PLK1 PBD block	WRN inhibitor	DRD3 antagonist	DRD3 agonist	GLP-1R inv ag	GLP1R cytotox	PI5P4Ka inh	GLP1R ag	IL-2 act
COc1c(C(O)CC(C)C)ccc2c1C(=O)OCc1cc(C)cc(O)c1O2 (centres undefined)	-9%	2%	57	11	11µM*	-1%	-6	-5%	-0.5
Cc1cc(C)c(S(=O)(=O)N2CCN=C2c2ccccc2)cc1C	-7%	1%	-18	-6	16%	12%	0	4%	-1.5
CC(=O)c1cccc(NC(=O)NC2CC3CCCC(C2)N3CC(C)C)c1 (centres undefined)	3%	-5%	-2	-6	-1%	-18%	0	6%	-3.0
COc1ccccc1C(C)NC(=O)c1cc(S(=O)(=O)N2CCCCC2)ccc1C (centres undefined)	-11%	-4%[11.6 µM]	-24	-5	?	1%	0	2%	-0.6
CCOC(=O)C(=NC1CCS(=O)(=O)C1)NNc1ccc(Br)cc1 (centres undefined)	6%	3%	11	-5	?	-15%	18	9%	-0.1
S=c1[nH]nc(-c2ccncc2)n1/N=C/c1cn(-c2ccccc2)nc1-c1ccccc1	-8%	-3%	4	10	10%	12%	-58*	-7%	3.3
C=CCNc1nc(C(=O)OCC(=O)Nc2cc(S(C)(=O)=O)ccc2Cl)cs1	-8%	-10%	-17	-6	9%	8%	-8	2%	-0.4
C/C(=N\NC(=O)CSc1nc2nc(C)cc(C)n2n1)c1ccccc1	0%	-1%	7	3	3%	5%	.	5%	-0.2
COc1ccc2[nH]c(=O)c(CN(C(=O)c3cccnc3)c3cccc(C)c3)cc2c1	24µM*	12%	5	-11	7%	-9%	?	-1%	-4.4
CN(Cc1ccccc1)C(=S)NC(=O)C1CCCCC1	-2%	6%	3	-3	?	?	-7	0%	-1.4
CC1CCN(S(=O)(=O)c2ccc3c(ccc(=O)n3CC(=O)NCc3ccc(Cl)cc3)c2)CC1	.	.	.	-2	5%	-7%	.	-3%	.
CN(C)c1ccc(C(=O)c2ccccc2C(=O)O)c(O)c1	-13%	11%	4	2	6%	-10%	-6	-12%	-0.4
COC(=O)c1sc(S(=O)(=O)N2CCC(C(=O)O)CC2)c(C(=O)OC)c1C	-5%	0%	4	-1	-5%	6%	10	11%	-0.2
CCn1c(=Nc2ccc(N3CCOCC3)cc2)ccc2ccccc21	0%	-11%	21	2	-1%	-8%	3	1%	0.1
O=C(N/N=C/c1c[nH]c2ccccc12)c1cc(-c2cccc3ccccc23)n[nH]1	-8%	-8%	27	4	-25%	-25%	-56*	21%	-0.1
COc1ccc(CNC(=S)NCc2ccc(F)cc2)cc1	-14%	5%	0	-9	-28%	-17%	3	-1%	-3.1
CN1CCN(c2ccc(NC(=O)c3ccccc3Br)cc2)CC1	1%	-2%	3	2	-19%	-8%	1	-10%	0.1
O=C1C=C(c2ccc3ccccc3c2)C[C@@H](c2ccc(Cl)cc2)C1	1%	5%	2	6	?	-12%	-6	14%	0.2
Cc1cc(N/C=C(\C#N)S(=O)(=O)c2ccc(Cl)cc2)nc(C)n1	4%	7%	8	-6	7%	-13%	-4	-1%	-0.9
O=c1[nH]c(CSc2cccc[n+]2[O-])nc2ccccc12	-10%	14%	-19	-17	?	?	-6	-4%	-0.8
OC1CCNC(=S)N1c1ccccc1 (centres undefined)	-7%	0%	-7	-1	-1%[7.66 µM]	-1%[7.66 µM]	3	-3%	-0.2
O=C(Nc1ccccc1N1CCCCC1)C1CCN(S(=O)(=O)c2ccccc2C(F)(F)F)CC1	1%	-1%	9	1	7.9µM*	-5%	11	8%	-5.4
Cc1cc(NC(=O)CCN2CCC(C(N)=O)CC2)ccc1Br	-2%	-5%	-21	-5	-4%	24%	.	3%	0.0
COc1cc(C(=O)NCc2cccs2)ccc1OCc1c(C)noc1C	8%	-4%	1	1	22%	7%	2	10%	-0.2
Cc1cccc(OCC(=O)NCC(=O)N/N=C/c2ccccc2)c1	-5%	3%	7	5	-7%	-8%	0	9%	0.7
O=C1CSC(=S)N1N=Cc1ccc(Cl)cc1Cl	0%	?	-5	7	26%	64%[activator]	?	-3%	5.4
Cc1cccc(C)c1NC(=O)CCCN1C(=O)C(c2ccccc2)Oc2cccnc21 (centres undefined)	-13%	0%	20	3	?	-4%	0	-2%	-0.6
CN1C(=O)CS(=O)c2ccc(C(=O)NC3CC3)cc21 (centres undefined)	?	-4%	15	4	-10%	-2%	1	2%	0.3
CN1CCN(c2ccc(CNS(=O)(=O)c3cccc(F)c3)cc2)CC1	2%	-4%	-22	-22	?	5%	0	7%	-0.4
COCCNC(=S)N1CCN(S(=O)(=O)c2ccc(Cl)s2)CC1	-5%	-5%	3	3	-26%	-1%	2	3%	0.6
Nc1ncnc2c1ncn2[C@@H]1O[C@H](CO)C[C@H]1O	-14%	4%	-6	-21	4%	4%	1	-6%	0.3
CC[C@@H](C)[C@@H](C(=O)N1CCN(C(=O)OC(C)(C)C)CC1)n1cc(CCCN=C(NC(=O)OC(C)(C)C)NC(=O)OC(C)(C)C)nn1	-8%	-7%	-24	-16	-1%	-26%	0	14%	-0.3
O=C(NCC1CCCO1)C1CCN(C2CCN(C(=O)C3CCCCC3)CC2)CC1 (centres undefined)	-3%	-21%	14	2	-4%[7.66 µM]	-8%[7.66 µM]	-4	2%	-0.4
O=S(=O)(c1ccc(Oc2ccc(-c3nnco3)cc2)nc1)N1CCC(Cc2ccccc2)CC1	2%	5%	13	3	0%	2%	1	-7%	-2.2
Cc1ccc(C(=O)Oc2ccc(Br)cc2C(=S)N2CCOCC2)cc1	?	-4%	9	-6	?	-8%	0	10%	-0.8
CSc1ccccc1OCc1cc(C(=O)N(C)Cc2ccncn2)no1	-3%	-24%	-12	5	9%	4%	-2	7%	-1.6
Cc1ccc(CNS(=O)(=O)c2ccc3c(c2)n(C)c(=O)n3C)cc1	0%	2%[57.1 µM]	-4	2	-9%	0%	5	15%	0.1
COc1cc2c(cc1OC)C(CNC(=O)C=Cc1ccccc1)C2 (centres undefined)	-13%	6%	-13	-1	-11%	2%	-7	6%	-4.0
CCOc1ccccc1C(=O)N[C@H](C(=O)Nc1cc(S(=O)(=O)N(C)C)ccc1OC)C(C)C	2%	0%[57.1 µM]	10	12	-2%	-5%	5	-2%	-1.4
COC(=O)c1cc(NS(=O)(=O)c2ccc(C(C)C)cc2)ccc1N1CCOCC1	4%	-12%	-8	28	-21%	3%	5	16%	0.6
CCc1nc(N2CCN(C(C)=O)CC2)c2c3c(sc2n1)CC(C(C)(C)C)CC3 (centres undefined)	3%	1%	34	-5	55%	4%	4	-6%	0.3
COCCNC(=O)CCCn1c(=O)c2cc(OC)c(OC)cc2n(CC(=O)c2ccccc2)c1=O	0%	-10%	5	13	-5%	-6%	1	11%	1.9
CCOC(=O)CC1COCCN1C(=O)c1cc(COc2ccc(F)cc2Cl)on1 (centres undefined)	4%	-11%	10	0	-14%	3%	-2	9%	-3.7
COc1ccc(NC(=O)CSc2n[nH]c(-c3ccncc3)n2)c([N+](=O)[O-])c1	-10%	-9%	-19	-3	34%[activator]	12%	1	1%	0.7
CCN(CC(=O)Nc1ccc2c(c1)OCCO2)CC(=O)Nc1ccc(C)c([N+](=O)[O-])c1	-7%	-3%	5	3	39%[activator]	-4%	0	40%	-0.3
CC(=O)c1ccc(NC(=S)N(Cc2ccccc2)C(C)C2CC2)cc1 (centres undefined)	-5%	5%	-24	-1	?	-8%	-2	5%	-0.1
COc1ccc(-n2c(N)c(C(=O)NCc3ccco3)c3nc4ccccc4nc32)cc1	-2%	-22%	13	-5	?	35%[activator]	.	-2%	-0.7
CCn1c(NCc2ccc(N(C)C)cc2)nc2ccccc21	0%	-8%	-28	-4	0%	3%	.	18%	-1.2
O=C(/C=C/c1cn(CC(O)CN2CCCCCC2)c2ccccc12)c1ccccc1 (centres undefined)	.	.	.	-15	?	41%[activator]	.	-4%	.
O=C(CCN1CCCCCC1)Nc1ccc(F)c(F)c1	-14%	0%	-62*	-12	-8%	-1%	-5	4%	-2.0
COc1ccc(-c2ccc([C@H]3[C@H]4C=CC[C@@H](C)[C@@H]4C(=O)N3Cc3ccccc3)c(F)c2)cc1C	-3%	-9%	-21	9	4.5µM*	4%	7	3%	1.2
Cc1ccc(S(=O)(=O)c2nc(S(C)(=O)=O)sc2NCC2CCCO2)cc1 (centres undefined)	-7%	12%	-16	-10	3%	1%	0	-2%	1.1
COc1ccc(-c2cn3cccnc3n2)cc1NS(=O)(=O)c1ccccc1	2%	-4%	5	0	15%	-12%	-1	18%	-0.1
COc1ccc(C2=NS(=O)(=O)N(C)C(C(=O)NCc3ccc(F)cc3)=C2)cc1OC	-6%	-2%	27	-1	35%	-3%	0	11%	-0.8
C[C@]12C(=O)N(c3ccccc3)C(=O)N1[C@H]1c3ccccc3OC[C@@H]1[C@H]2c1ccccc1	-1%	-5%	51	5	-5%	0%	24	-3%	-0.2

Looked up above.
`CCOC(=O)CC1COCCN1C(=O)c1cc(COc2ccc(F)cc2Cl)on1` (centres undefined) in GLP-1R inv ag has -14%
`COCCNC(=O)CCCn1c(=O)c2cc(OC)c(OC)cc2n(CC(=O)c2ccccc2)c1=O` in DRD3 agonist has 13
`O=C(/C=C/c1cn(CC(O)CN2CCCCCC2)c2ccccc12)c1ccccc1` (centres undefined) in GLP1R ag has -4%
